EBI2 antag = EBI2 (human) antagonism | inhibition, % at 5 µM | 0.81% of 360,000 active | EBI2 beta-arrestin recruitment, luminescence, 7a,25-OHC stimulated; in the data active means inhibition above about 38%;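 further: enzyme fragment complementation signal reports receptor beta-arrestin coupling in cells; 0% = agonist plus DMSO wells and 100% = wells without agonist; some results beyond the cut were filed as inactive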
Target sequence (P32249 whole entry, looked up, the tested form may be a part): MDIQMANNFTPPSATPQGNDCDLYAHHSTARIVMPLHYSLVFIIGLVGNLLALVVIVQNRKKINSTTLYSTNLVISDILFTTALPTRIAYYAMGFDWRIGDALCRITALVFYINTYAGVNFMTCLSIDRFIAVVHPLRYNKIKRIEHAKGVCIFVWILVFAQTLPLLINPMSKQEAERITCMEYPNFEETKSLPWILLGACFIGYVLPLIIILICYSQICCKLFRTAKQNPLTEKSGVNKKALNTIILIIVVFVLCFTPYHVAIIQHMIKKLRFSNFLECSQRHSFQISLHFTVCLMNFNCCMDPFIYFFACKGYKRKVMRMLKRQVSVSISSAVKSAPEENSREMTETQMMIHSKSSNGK
APJ agonist = agonists of human APJ apelin receptor | P35414 | CHO-K1 APJ PathHunter beta-arrestin, luminescence; 0% DMSO wells, 100% apelin | activation, % at 20 µM | 0.11% of 330,000 active | AID 2520;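 active means activation more than six SD over the plate average, tested at 20 µM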;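 further: 0% = DMSO alone and 100% = apelin-13 at 10 nM; some results filed as inactive read as strong as hits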
Target sequence (P35414 whole entry, looked up): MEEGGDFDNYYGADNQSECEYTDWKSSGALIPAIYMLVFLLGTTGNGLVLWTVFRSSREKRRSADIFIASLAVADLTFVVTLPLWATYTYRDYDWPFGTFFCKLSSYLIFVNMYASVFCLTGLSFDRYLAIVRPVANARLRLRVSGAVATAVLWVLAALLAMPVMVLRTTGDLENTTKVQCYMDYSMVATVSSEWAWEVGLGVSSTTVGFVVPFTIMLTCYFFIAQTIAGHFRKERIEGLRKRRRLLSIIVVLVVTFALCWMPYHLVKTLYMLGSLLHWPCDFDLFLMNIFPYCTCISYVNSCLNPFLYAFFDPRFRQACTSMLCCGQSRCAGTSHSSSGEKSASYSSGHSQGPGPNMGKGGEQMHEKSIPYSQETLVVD
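Material: CHO-K1 APJ beta-arrestin complementation cell line; Input: cell density 1000 per well; Incubation: compound stimulation 90 min at 25 °C, detection 60 min; Signal: luminescence from split beta-galactosidase complementation, Galacton Star/Emerald II substrate; Controls: DMSO-only wells as negative, 10 nM Apelin-13 as positive control.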
CXCR6 block = CXCR6 (human) receptor inhibition. CHO-K1 PathHunter CXCR6 beta-arrestin, luminescence. inhibition, % at 20 µM. 0.36% of 360,000 active. AID 602244; in the data active means inhibition above about 34%, passing the limit was not always enough;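 further: antagonist mode with CXCL16 agonist at 10 nM final; 0% = 10 nM CXCL16 with DMSO and 100% = unstimulated wells without agonist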
Target sequence (O00574 whole entry, looked up): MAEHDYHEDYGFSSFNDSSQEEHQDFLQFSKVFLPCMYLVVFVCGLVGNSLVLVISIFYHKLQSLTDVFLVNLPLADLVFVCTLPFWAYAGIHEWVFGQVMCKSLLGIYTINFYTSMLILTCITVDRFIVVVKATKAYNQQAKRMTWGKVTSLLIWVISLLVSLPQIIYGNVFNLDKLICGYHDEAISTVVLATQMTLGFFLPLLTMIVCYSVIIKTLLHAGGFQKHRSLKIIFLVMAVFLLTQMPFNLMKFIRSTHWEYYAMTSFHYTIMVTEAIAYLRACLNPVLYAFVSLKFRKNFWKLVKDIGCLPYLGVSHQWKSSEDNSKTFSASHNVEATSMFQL
tim23-1 inh = growth inhibitors of tim23-1 mutant yeast | S. cerevisiae tim23-1 growth, BacTiter-Glo luminescence, 24 h | inhibition, % at 20 µM | 1.3% of 330,000 active;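 active means growth inhibition of the mutant yeast at or above 50%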;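 further: temperature-sensitive mutant grown at 25 °C; plate controls were DMSO-treated mutant yeast for no effect and medium wells lacking yeast for full effect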
XBP1 UPR activ = activators of adaptive arm of unfolded protein response (XBP1); CHO-XBP1 luciferase reporter, IRE1-XBP1 UPR activation, luminescence; percent of tunicamycin response, DMSO as zero; activation, % at 20 µM; 0.33% of 330,000 active; AID 463104;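 active means versus positive control, 20 µM dose yields 30% or more activation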;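 further: 100% = tunicamycin at 10 µg/mL and 0% = DMSO only wells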
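Material: CHO cell line with stable XBP1 luciferase reporter; schedule: 16-18 h cell attachment at 37 °C, then 6 h compound exposure; signal: glow luminescence from Steady-Glo reagent; medium: serum-containing F12 medium, 10% FBS; benchmarks: tunicamycin 10 µg/mL and vehicle-only wells; read-out: percent activation relative to tunicamycin reference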
CCR6 antagonist = blocks CCL20-driven beta-arrestin recruitment at human CCR6. P51684. 0.49% of 340,000 active. CHO-K1 CCR6 PathHunter beta-arrestin, luminescence, CCL20-stimulated. inhibition, % at 20 µM;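 active means compounds whose inhibition of the agonist-driven luminescence signal at 20 µM reaches about 50%, limit read from the data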;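 further: cells stimulated with CCL20 at 14 nM final; plate controls were DMSO with CCL20 for no effect and DMSO without agonist for full effect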
Mdm2-MdmX inh = human Mdm2/MdmX binding inhibition. O15151+Q00987. SaOS-2 split-luciferase Mdm2/MdmX complementation, luminescence. inhibition, % at 8 µM. 3% of 330,000 active. AID 485346;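 active means inhibition of at least 50% at 8 µM in the primary screen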
APJ antagonist = APJ receptor antagonism | CHO-K1 APJ beta-arrestin complementation, luminescence | inhibition, % at 20 µM | 0.32% of 330,000 active | AID 2521;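 active means inhibition above about 40% at 20 µM, limit read from the data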;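 further: cells challenged with 10 nM apelin-13 agonist together with compound; plate controls were apelin-13 plus DMSO wells for no effect and DMSO wells lacking apelin-13 for full effect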
CHOP UPR activ = apoptotic UPR (CHOP) activation; activation, % at 10 µM; CHO-CHOP luciferase reporter, luminescence; percent of tunicamycin response over DMSO baseline; 0.34% of 330,000 active;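 active means at 10 µM dose, activation of 40% or more, normalized to positive control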;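 further: 100% = tunicamycin at 10 µg/mL and 0% = DMSO alone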
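System: CHO-CHOP luciferase reporter cell line; amount: 500 cells/well; buffer or medium: F12 medium containing 10% fetal bovine serum; incubation: 6 h compound exposure at 37 °C after overnight seeding; measured by: luciferase luminescence after 10 min with Steady-Glo reagent; evaluation: % reporter activation, DMSO baseline versus tunicamycin full activation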
Numbers without * were called inactive; x = no result given.

Start of the data: the first seven records, to show the layout:
(1) Cc1ccc(C(=O)Nc2ccccc2Cl)cc1
(2) O=C(Nc1ccc2c(c1)OCCO2)C1CCN(S(=O)(=O)c2cccc3nsnc23)CC1
(3) Cc1ccccc1-n1nnnc1SC(C)C(=O)Nc1ccc(N2CCN(C)CC2)cc1 (stereo unspecified)
(4) O=C(COc1ccc(S(=O)(=O)NC2CCCC2)cc1)NCC1CCCO1 (stereo unspecified)
(5) O=C(COC(=O)C1CCC1)Nc1ccc(OC(F)F)cc1
(6) CC1CCCCC12NC(=O)N(CC(=O)Nc1ccc(N3CCCCC3)cc1)C2=O (stereo unspecified)
(7) O=C(Nc1ncc2c(n1)-c1ccccc1CC2)c1cccs1

screen / no.	1	2	3	4	5	6	7
EBI2 antag	-8	3	-1	5	-2	0	-46
APJ agonist	2	-3	-8	0	-7	6	-1
CXCR6 block	-2	-2	3	7	-5	-2	-2
tim23-1 inh	20	0	-18	12	-6	11	38
XBP1 UPR activ	-3	-4	-1	-2	2	-3	-1
CCR6 antagonist	-1	22	2	9	-13	13	8
Mdm2-MdmX inh	-66	20	20	8	7	-22	19
APJ antagonist	9	10	9	-29	-2	10	9
CHOP UPR activ	4.1	0.9	0.4	3.2	0.4	-1.0	2.5

The list itself, repeating the preview:
(1) Cc1ccc(C(=O)Nc2ccccc2Cl)cc1
(2) O=C(Nc1ccc2c(c1)OCCO2)C1CCN(S(=O)(=O)c2cccc3nsnc23)CC1
(3) Cc1ccccc1-n1nnnc1SC(C)C(=O)Nc1ccc(N2CCN(C)CC2)cc1 (stereo unspecified)
(4) O=C(COc1ccc(S(=O)(=O)NC2CCCC2)cc1)NCC1CCCO1 (stereo unspecified)
(5) O=C(COC(=O)C1CCC1)Nc1ccc(OC(F)F)cc1
(6) CC1CCCCC12NC(=O)N(CC(=O)Nc1ccc(N3CCCCC3)cc1)C2=O (stereo unspecified)
(7) O=C(Nc1ncc2c(n1)-c1ccccc1CC2)c1cccs1
(8) CCOC(=O)N1CCC(=NNc2ncc(C(F)(F)F)cc2Cl)CC1
(9) COc1cc(/C=C/C(=O)O)cc(S(=O)(=O)N2CCc3ccccc3C2)c1OC
(10) Oc1ccccc1N=N/C(=N/Nc1ccccc1O)c1ccccc1

screen / no.	1	2	3	4	5	6	7	8	9	10
EBI2 antag	-8	3	-1	5	-2	0	-46	-4	6	-10
APJ agonist	2	-3	-8	0	-7	6	-1	-3	-1	1
CXCR6 block	-2	-2	3	7	-5	-2	-2	4	-8	-15
tim23-1 inh	20	0	-18	12	-6	11	38	11	7	-1
XBP1 UPR activ	-3	-4	-1	-2	2	-3	-1	-1	-1	-2
CCR6 antagonist	-1	22	2	9	-13	13	8	4	-5	16
Mdm2-MdmX inh	-66	20	20	8	7	-22	19	-10	-15	-12
APJ antagonist	9	10	9	-29	-2	10	9	6	-2	1
CHOP UPR activ	4.1	0.9	0.4	3.2	0.4	-1.0	2.5	2.0	-1.4	0.3

(11) COc1cc(OC)c(OC)cc1CNc1cc(C)ccc1OC
(12) CCOC(=O)c1ccc(NC(=O)CCNC(=O)c2ccc([N+](=O)[O-])cc2)cc1
(13) Cc1cccc(C(=O)N2CCC(=O)N(C(COCc3cccc(Cl)c3)Cc3ccccc3)CC2)c1 (stereo unspecified)
(14) COc1ccc([C@H]2CC(=O)C=C(c3cccc(F)c3OC)C2)cc1
(15) COC(=O)C1=C2c3[nH]c4ccccc4c3CCN2C(=O)CC1
(16) CCc1nnc(NS(=O)(=O)c2ccc(NC(=O)c3cc(Cl)ccc3Cl)cc2)s1
(17) O=C(Nc1ccc(Cl)cc1)Nc1ccc(-c2cnco2)cc1
(18) Cc1nc(SCC(=O)Nc2ccc3c(c2)OCCO3)nc(C)c1C
(19) CCOC(=O)c1ccc(N/C=C/C(=O)c2ccco2)cc1
(20) O=C1OCCN1C(=O)[C@H]1[C@H](c2ccc(Cl)cc2)C(c2ccc(F)cc2)=NN1c1ccccc1

screen / no.	11	12	13	14	15	16	17	18	19	20
EBI2 antag	-4	9	14	8	5	-3	11	-7	5	15
APJ agonist	-2	3	-4	-2	-5	-1	1	-3	2	x
CXCR6 block	-20	-12	3	-7	0	7	-2	-1	-6	6
tim23-1 inh	30	8	38	29	19	9	-4	8	16	46
XBP1 UPR activ	-3	-2	-2	2	-1	-4	3	0	-5	0
CCR6 antagonist	2	-4	10	16	9	-9	-1	-3	-3	4
Mdm2-MdmX inh	-1	-15	-2	29	-29	28	26	4	-131	26
APJ antagonist	-32	-23	2	14	-55	5	-26	7	-3	x
CHOP UPR activ	-1.7	-0.3	-0.5	0.9	-3.6	-1.9	1.6	0.3	2.7	1.2

(21) CCOc1cc2[nH]c(=O)n(Cc3cccc(OC)c3)c(=O)c2cc1OCC
(22) Cc1ccccc1OCc1nnc2c3cnn(C)c3ncn12
(23) Cc1ccc2c(c1)NC(=O)C(CC(=O)NCc1cccnc1)O2 (stereo unspecified)
(24) Cc1sc(N)nc1-c1cccs1
(25) COc1ccccc1C(=O)NCC(c1ccco1)N1CCc2ccccc21 (stereo unspecified)
(26) COc1ccccc1N1CCN(Cc2nnnn2CCc2ccccc2)CC1
(27) COc1ccc(CCC(=O)Nc2ccc3c(c2)OCO3)cc1OC
(28) CC1(C)C(c2cccs2)=[N+]([O-])C2(CCCCC/C2=N\O)N1O (stereo unspecified)
(29) C=CCNC(=O)c1ccccc1NS(=O)(=O)c1ccccc1
(30) Cn1c(=O)n(C)c2cc(/C=N/NC(=S)NCc3ccccc3)ccc21

screen / no.	21	22	23	24	25	26	27	28	29	30
EBI2 antag	10	-2	-1	-10	-1	2	-8	3	-5	-10
APJ agonist	1	11	-6	7	-2	0	-1	4	1	2
CXCR6 block	0	4	4	1	16	6	2	4	-5	-4
tim23-1 inh	6	26	8	20	25	23	11	0	10	10
XBP1 UPR activ	-2	4	1	4	0	3	-2	2	4	0
CCR6 antagonist	14	0	1	3	8	3	2	5	14	-12
Mdm2-MdmX inh	17	-67	20	-12	20	4	-7	3	32	44
APJ antagonist	-3	-13	-53	7	-11	5	-6	-8	2	9
CHOP UPR activ	0.4	3.1	-1.2	0.6	0.5	1.7	-0.7	-2.9	-0.7	1.1

(31) Cc1oc(C)c2c(=O)ccc3c(c12)OC(N)=C(C#N)C3c1ccccc1Cl (stereo unspecified)
(32) Cc1cccc(NC(=O)Cn2c(=O)n(Cc3ccccc3)c(=O)c3c(C)c(C)sc32)c1
(33) O=C(C(=O)N1CCCc2ccccc21)c1cn(CC(=O)N2CCOCC2)c2ccccc12
(34) O=S1(=O)NC(C2CC2c2ccccc2)CCO1 (stereo unspecified)
(35) CCOc1ccc(OCC)c(S(=O)(=O)NCCCN2CCOCC2)c1
(36) CN(C)C1=NC[C@H](Cc2ccccc2)N1CCCC1CCCCC1
(37) CCOc1ccc(S(=O)(=O)NCc2cccnc2)cc1C(C)C
(38) CCOC(=O)N1CCN(S(=O)(=O)c2ccc3c(c2)OCC(=O)N3)CC1
(39) Nc1ccc(C(O)(C(F)(F)F)C(F)(F)F)cc1
(40) CCOc1ccc(S(=O)(=O)N(CC(=O)NCC2CCCO2)c2ccc(F)cc2)cc1 (stereo unspecified)

screen / no.	31	32	33	34	35	36	37	38	39	40
EBI2 antag	-5	14	0	0	0	-2	-11	-7	3	0
APJ agonist	0	-1	-1	2	0	3	0	-1	3	-2
CXCR6 block	3	5	2	-1	-2	-13	1	2	-4	-12
tim23-1 inh	18	1	10	18	17	9	10	-28	-6	17
XBP1 UPR activ	-2	0	0	0	1	-3	0	0	1	-5
CCR6 antagonist	8	9	9	2	5	8	15	0	12	-8
Mdm2-MdmX inh	-3	22	12	10	-19	43	31	-13	24	13
APJ antagonist	8	6	-5	-2	-22	-3	-15	-9	3	8
CHOP UPR activ	0.4	1.2	-0.4	3.2	-2.2	-0.6	-0.9	0.2	0.1	2.4

Record cards, as listed above:
Entry for CCOc1ccc(S(=O)(=O)NCc2cccnc2)cc1C(C)C → EBI2 antag: -11; APJ agonist: 0; CXCR6 block: 1; tim23-1 inh: 10; XBP1 UPR activ: 0; CCR6 antagonist: 15; Mdm2-MdmX inh: 31; APJ antagonist: -15; CHOP UPR activ: -0.9
Entry for Nc1ccc(C(O)(C(F)(F)F)C(F)(F)F)cc1 → EBI2 antag: 3; APJ agonist: 3; CXCR6 block: -4; tim23-1 inh: -6; XBP1 UPR activ: 1; CCR6 antagonist: 12; Mdm2-MdmX inh: 24; APJ antagonist: 3; CHOP UPR activ: 0.1

The results go on:
(41) CCOC(=O)CCC(=O)Nc1ccc(S(=O)(=O)N2CCCC2)cc1
(42) CCOc1cc2nc(-c3ccc(OC)c(OC)c3)nc(N3CC(C)OC(C)C3)c2cc1OC (stereo unspecified)
(43) Cn1c(N)c(C(=O)c2cc(-c3ccncc3)nc3ccccc23)c(=O)n(C)c1=O
(44) CCCCOC(=O)Cn1c(=N)n(CCN2CCOCC2)c2ccccc21
(45) COC(=O)CSc1[nH]c2cc(C)ccc2c1[N+](=O)[O-]
(46) C=CCNc1nc2c(c(=O)[nH]c(=O)n2C)n1CCCc1ccccc1
(47) C/C(=N\Nc1ccc2nncn2n1)c1ccc(Br)s1
(48) COC(=O)c1cc(C(=O)OCC(=O)N(C)C2CCS(=O)(=O)C2)cc([N+](=O)[O-])c1 (stereo unspecified)
(49) Cc1nn(C)cc1-c1n[nH]c(=S)n1-c1ccc(Cl)cc1
(50) Cc1ccccc1CN1CCN(C(C)C(=O)NCc2ccccc2)CC1 (stereo unspecified)
(51) CCCCC(=O)NC(NC(=S)N1CCCCCC1)C(Cl)(Cl)Cl (stereo unspecified)
(52) CC1CCN(c2ccccc2NC(=S)NC(=O)c2cccs2)CC1
(53) N#CN1CCC(NS(=O)(=O)c2ccc(C(F)(F)F)cc2)C1 (stereo unspecified)

screen / no.	41	42	43	44	45	46	47	48	49	50	51	52	53
EBI2 antag	-10	x	3	1	-5	6	2	4	3	3	0	9	-5
APJ agonist	-4	-2	-2	-3	0	-1	1	-1	3	1	-1	-5	-1
CXCR6 block	0	x	-2	2	22	-2	0	-2	-5	4	-6	19	-7
tim23-1 inh	0	-5	21	-15	-12	-12	-3	9	10	3	25	41	30
XBP1 UPR activ	-2	8	-2	7	-2	-3	1	-1	-1	-3	0	0	-3
CCR6 antagonist	6	x	0	2	20	-2	7	-19	10	14	16	21	7
Mdm2-MdmX inh	11	33	-20	-6	-12	20	19	2	-4	-11	5	29	18
APJ antagonist	14	1	-12	6	23	8	18	-11	-6	1	-9	13	-18
CHOP UPR activ	-1.0	0.4	0.1	-1.7	0.8	-0.9	1.9	-2.3	0.5	0.6	-1.0	0.7	-1.4

Some of the compounds tested; the hit share may differ from the screen's.
